Screening data: PubChem BioAssay, Sanford-Burnham Center for Chemical Genomics
MPTP inh = mitochondrial permeability transition pore inhibitors, primary screen, biochemical, isolated mouse mitochondria, absorbance | Ca2+ swelling absorbance, 30 min | inhibition, % at 10 µM | 360,000 tested, 1.4% active | AID 602449, 2012;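 active = inhibition of 50% or more, scaled per plate between neutral and stimulator controls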;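 also: 0% = DMSO wells given calcium and 100% = 1 mM EGTA wells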
SENP1 inh = human SENP1 catalytic domain inhibitors, primary screen, biochemical, FRET, uHTS. Sentrin-specific protease 1 (Homo sapiens), Q9P0U3. recombinant SENP1 catalytic domain, CyPet-SUMO1-YPet FRET cleavage. inhibition, % at 10 µM. 360,000 tested, 0.21% active;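 active = inhibition at least 30% at 10 µM, raw YFP signal under a set limit, fluorescence ratio 0.5 to 1.5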;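 also: 0% = enzyme with DMSO and 100% = no enzyme wells; some results filed as inactive read as strong as hits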
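Controls: no-enzyme wells low, DMSO-plus-enzyme wells high control. Test system: human recombinant His6-tagged SENP1 catalytic domain enzyme. Reagent: SFCypet-SUMO1-SFYpet FRET protein substrate, 25 nM final. Doses: one dose per compound, 10 µM, 0.5% DMSO. Detection: FRET, CFP and YFP emission. Timing: 50 min reaction at room temperature.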
PfGluPho inh = PfG6PD enzyme inhibitors, primary screen, biochemical, fluorescence intensity, uHTS | glucose-6-phosphate dehydrogenase-6-phosphogluconolactonase (Plasmodium falciparum 3D7) | PfGluPho enzyme, NADPH resazurin-diaphorase fluorescence | inhibition, % at 20 µM | 350,000 tested, 0.78% active | AID 504690, 2011;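 active = inhibition reaching at least a set limit at 20 µM in the primary screen, cut at about 59% in these data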;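 also: 0% = DMSO wells with substrate and 100% = DMSO wells lacking glucose-6-phosphate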
ATG4B inhibitor = ATG4B protease inhibitors, primary screen, biochemical, fluorescence, uHTS; ATG4B cleavage of LC3-PLA2, NBD-HPC fluorescence, 1 h; inhibition, % at 8.33 µM; 340,000 tested, 0.51% active; AID 504462, 2011; in the data active = inhibition above about 40%
Target sequence (Q9Y4P1 whole entry, looked up): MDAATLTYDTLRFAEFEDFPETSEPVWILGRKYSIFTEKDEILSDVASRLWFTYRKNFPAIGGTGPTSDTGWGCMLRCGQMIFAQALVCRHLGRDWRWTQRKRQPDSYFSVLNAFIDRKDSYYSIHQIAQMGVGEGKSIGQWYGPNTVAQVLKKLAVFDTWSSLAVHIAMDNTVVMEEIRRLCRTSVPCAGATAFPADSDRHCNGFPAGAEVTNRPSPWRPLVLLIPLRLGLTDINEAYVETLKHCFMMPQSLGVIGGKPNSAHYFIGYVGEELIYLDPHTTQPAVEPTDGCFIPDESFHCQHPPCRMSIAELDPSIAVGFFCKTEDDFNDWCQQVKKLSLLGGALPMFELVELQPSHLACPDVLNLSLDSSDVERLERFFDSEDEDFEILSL
SENP6 inh = SENP6 protease inhibitors, primary screen, biochemical, luminescence, uHTS. inhibition, % at 10 µM. 330,000 tested, 1.8% active. Sentrin-specific protease 6 (Homo sapiens), Q9GZR1. Recombinant SENP6 catalytic domain, aminoluciferin luminescence. AID 2599, 2010;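 active = inhibition above about 50% at the single tested dose, limit read from the data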;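 also: plate controls were DMSO wells with enzyme for no effect and DMSO wells lacking enzyme for full effect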
Target sequence (Q9GZR1 628-1112 limits assumed): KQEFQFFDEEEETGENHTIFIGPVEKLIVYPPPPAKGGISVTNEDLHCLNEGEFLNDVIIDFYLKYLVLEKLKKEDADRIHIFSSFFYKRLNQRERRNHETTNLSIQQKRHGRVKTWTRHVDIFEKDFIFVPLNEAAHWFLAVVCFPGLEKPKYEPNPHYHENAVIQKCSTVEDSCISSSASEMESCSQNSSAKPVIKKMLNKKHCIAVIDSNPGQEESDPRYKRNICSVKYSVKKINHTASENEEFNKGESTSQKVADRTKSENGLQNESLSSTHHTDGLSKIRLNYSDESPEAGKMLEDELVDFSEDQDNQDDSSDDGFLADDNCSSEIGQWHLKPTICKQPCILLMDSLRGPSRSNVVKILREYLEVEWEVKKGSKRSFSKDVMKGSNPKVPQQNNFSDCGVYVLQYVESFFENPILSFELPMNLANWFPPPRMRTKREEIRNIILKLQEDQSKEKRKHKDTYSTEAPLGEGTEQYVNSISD
GRIN3A LBD mod = binders of NR3A ligand-binding domain, primary screen, biophysical, differential scanning fluorimetry, uHTS. Glutamate receptor ionotropic, NMDA 3A (GRIN3A) ligand-binding domain. NR3A LBD differential scanning fluorimetry, Tm shift; 0% = protein alone, 100% = glycine-bound protein. Tm shift relative to glycine control, % at 25 µM. 340,000 tested, 2.5% active;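 active = melting temperature shift of at least 10% of the positive control shift, at one fixed dose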
hIAP activ = human IAP activators, primary screen, biochemical, luminescence, uHTS; 330,000 tested, 0.16% active; activation factor at 10 µM; Intestinal-type alkaline phosphatase (Homo sapiens), P09923; purified human IAP, CDP-Star luminescence, 30 min; hits give high values; 1 = vehicle-only enzyme, 0 = enzyme-free background;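 active = activation factor of the enzyme at least 2-fold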; also: the source names both 10 and 20 µM as test concentration; values of inactives mirror those of a sister screen read the other way
SENP8 block = human SENP8 protease inhibitors, primary screen, biochemical, fluorescence, Nedd8 protein substrate, uHTS; recombinant SENP8; inhibition, % at 20 µM; 360,000 tested, 0.64% active; AID 602440, 2012; in the data active = inhibition mostly above about 40%, no sharp cut-off; inactive = mostly below about 27%
Active calls of the source: *; / = no result given.

SENP8 block | SENP1 inh | MPTP inh | PfGluPho inh | ATG4B inhibitor | SENP6 inh | GRIN3A LBD mod | compound | hIAP activ
8 | -1 | -4.2 | 12 | -2 | -9 | -1 | Cc1cccc(NC(=S)Nc2ccccn2)c1C | 0.86
-388 | 1 | -1.5 | -2 | -9 | -20 | 0 | COc1ccc(-n2nc(N)c(C(N)=O)n2)cc1 | 1.1
24 | -3 | -1.6 | 2 | -4 | -9 | 0 | Cn1c(=O)cc(NCCc2ccccc2)[nH]c1=O | 1
-19 | -32 | 1.5 | 7 | 4 | -4 | 2 | COc1cc(NC2=CC(=O)CC(C)(C)C2)cc(OC)c1 | 1.5
8 | 2 | 0.7 | -19 | 1 | -4 | -1 | CCOC(=O)c1c(NC(=O)Cn2nnc(-c3ccccc3Cl)n2)sc(C)c1C | 1.7
-14 | -2 | -2.0 | 27 | 23 | -19 | -4 | COc1ccc(CN2CCNC(=O)C2CC(=O)NCCc2c[nH]c3ccccc23)c(OC)c1 (configuration not stated) | 1
6 | 3 | -2.0 | -19 | 8 | -18 | 5 | Cc1nc(S/C(=C/c2ccc(OCc3ccc(C(=O)O)cc3)cc2)C(=O)O)n[nH]1 | 1.8
5 | 1 | -0.5 | 9 | -15 | -3 | 1 | O=C(CN1CCSC1=O)N1CCN(S(=O)(=O)c2ccc(Cl)cc2)CC1 | 0.79
-24 | -8 | -0.3 | -22 | 1 | -5 | 2 | CCOc1ccc(CN2CCNC(=O)C2CC(=O)NCc2cc(C)n(C)n2)cc1 (configuration not stated) | 0.87
22 | 0 | 3.9 | 3 | -7 | -18 | -8 | CCOC(=O)N1CCN(S(=O)(=O)c2ccc(F)c(C(=O)Nc3ccc(C(C)C)cc3)c2)CC1 | 1
4 | 2 | 1.9 | -18 | -1 | -14 | 0 | Cc1ccc(C(=O)N[C@H](C(=O)N2CCN(c3ccccc3F)CC2)C(C)C)cc1 | 1.1
-42 | -16 | -0.2 | -14 | 10 | -25 | 2 | CC1(C)C(=O)NCCN1C(=O)CC1C(=O)NCCN1CC(c1ccccc1)c1ccccc1 (configuration not stated) | 1.2
-74 | -1 | 0.0 | 29 | 6 | 42 | 0 | Cc1csc(NC(=O)c2oc3ccccc3c2C)n1 | 1
-8 | -67 | 0.2 | -11 | 7 | -6 | 0 | CCS(=O)(=O)C1=NSC2=NC(=O)/C(=C\c3ccc(OC(=O)c4ccco4)c(OC)c3)C(=N)N21 | 0.98
-41 | -11 | -0.2 | 8 | -8 | -11 | -13 | COc1ccc(NC(=O)CSc2nc(N)c3cc4c(nc3n2)CCCC4)cc1 | 0.98

Reformatted: entries from further up
The line under a structure holds: SENP8 block	SENP1 inh	MPTP inh	PfGluPho inh	ATG4B inhibitor	SENP6 inh	GRIN3A LBD mod	hIAP activ
COc1ccc(CN2CCNC(=O)C2CC(=O)NCCc2c[nH]c3ccccc23)c(OC)c1 (configuration not stated)
→ -14	-2	-2.0	27	23	-19	-4	1
Cc1nc(S/C(=C/c2ccc(OCc3ccc(C(=O)O)cc3)cc2)C(=O)O)n[nH]1
→ 6	3	-2.0	-19	8	-18	5	1.8
O=C(CN1CCSC1=O)N1CCN(S(=O)(=O)c2ccc(Cl)cc2)CC1
→ 5	1	-0.5	9	-15	-3	1	0.79
CCOc1ccc(CN2CCNC(=O)C2CC(=O)NCc2cc(C)n(C)n2)cc1 (configuration not stated)
→ -24	-8	-0.3	-22	1	-5	2	0.87
CCOC(=O)N1CCN(S(=O)(=O)c2ccc(F)c(C(=O)Nc3ccc(C(C)C)cc3)c2)CC1
→ 22	0	3.9	3	-7	-18	-8	1
Cc1ccc(C(=O)N[C@H](C(=O)N2CCN(c3ccccc3F)CC2)C(C)C)cc1
→ 4	2	1.9	-18	-1	-14	0	1.1
CC1(C)C(=O)NCCN1C(=O)CC1C(=O)NCCN1CC(c1ccccc1)c1ccccc1 (configuration not stated)
→ -42	-16	-0.2	-14	10	-25	2	1.2
Cc1csc(NC(=O)c2oc3ccccc3c2C)n1
→ -74	-1	0.0	29	6	42	0	1
CCS(=O)(=O)C1=NSC2=NC(=O)/C(=C\c3ccc(OC(=O)c4ccco4)c(OC)c3)C(=N)N21
→ -8	-67	0.2	-11	7	-6	0	0.98
COc1ccc(NC(=O)CSc2nc(N)c3cc4c(nc3n2)CCCC4)cc1
→ -41	-11	-0.2	8	-8	-11	-13	0.98

(further entries)
SENP8 block | SENP1 inh | MPTP inh | PfGluPho inh | ATG4B inhibitor | SENP6 inh | GRIN3A LBD mod | compound | hIAP activ
20 | 0 | -2.6 | 0 | -3 | 4 | 0 | O=C(c1ccco1)N1CCN(S(=O)(=O)c2ccc([N+](=O)[O-])cc2)CC1 | 1.1
25 | -1 | -1.7 | 34 | -12 | -12 | 0 | COc1cc(CN(C)Cc2ccccc2)cc(OC)c1O | 1.2
6 | -2 | -0.4 | -4 | 4 | 13 | 0 | CC(=O)Nc1ccc(-c2nnn(CC(=O)Nc3ccc4c(c3)OCO4)n2)cc1Cl | 1
-6 | -3 | -1.2 | -13 | 6 | 1 | 1 | O=C1CN(C(=O)COC(=O)CNC(=O)c2ccc(Br)o2)c2ccccc2N1 | 1.1
16 | 2 | -3.7 | -9 | 23 | 1 | -2 | C#Cc1ccc(C(=O)Nc2cc(C(N)=O)ccc2N2CCOCC2)cc1 | 0.89
0 | 0 | -0.8 | -37 | 1 | -3 | -4 | Cc1ccc(Cc2nnc(SCC(=O)Nc3ccccc3Cl)[nH]c2=O)cc1 | 1
16 | 2 | -0.3 | -19 | 13 | 8 | 1 | Cc1cccc(NC(=S)NCc2ccccc2)c1C | 1.2
16 | 3 | -2.8 | 2 | -4 | -4 | 0 | COc1ccc(S(=O)(=O)N2CCC(N3CCN(Cc4ccccc4)CC3)CC2)cc1 | 1
-1 | 1 | 0.5 | 14 | -19 | -9 | 4 | COc1ccc([C@@H]2[C@@H]3C(=O)N(C(C)(C)C)C(=O)[C@@H]3[C@]3(C)C(=O)N(c4cccc(Cl)c4)C(=O)N23)cc1 | 0.97
-26 | -13 | -0.5 | -8 | -5 | -6 | 1 | COc1ccccc1C(=O)Nc1ccc2c(c1)nc(CN1CCN(C(C)=O)CC1)n2C | 0.97
-43 | 0 | 1.0 | -5 | 53* | 6 | 5 | O=C(COC(=O)c1ccccc1Nc1ccccc1)c1ccccc1 | 0.92
-8 | 3 | -3.5 | -4 | 0 | 9 | 0 | COc1cc(OC)c(C(=O)OCC(=O)N2CC(=O)Nc3ccccc32)cc1OC | 1.1
-432 | -3 | 84* | -19 | -3 | 52* | 1 | Cc1c(Cc2ccccc2)c(=O)n2c([nH]c3ccccc32)c1C#N | 1.1
-117 | -21 | 0.4 | 14 | -4 | -19 | 0 | Cc1cccn2c(=O)c(C=O)c(Cl)nc12 | 0.99
14 | 0 | 98* | 2 | 2 | -26 | 5 | CCCCCCCCCCCCC/C=C/[C@@H](O)[C@@H](N)CO | 1

Going on with the list.
SENP8 block | SENP1 inh | MPTP inh | PfGluPho inh | ATG4B inhibitor | SENP6 inh | GRIN3A LBD mod | compound | hIAP activ
27 | 0 | -0.6 | 13 | 8 | 32 | -10 | CCOc1ccc(/C=N/N(C)c2ccccc2)cc1OC | 1.1
2 | -1 | -0.4 | -1 | -1 | -2 | -1 | CCC1Oc2ccc(C)cc2N(CC(=O)NCC2CCCO2)C1=O (configuration not stated) | 1.2
-7 | -5 | -0.1 | 26 | -7 | 6 | -1 | Cc1nc(SCCc2nc3ccccc3[nH]2)c2oc3ccccc3c2n1 | 1
4 | 0 | 0.8 | 10 | 4 | -1 | -1 | Cc1ccc(C(C)(C)C)c(SCC(=O)Nc2nnc(C)s2)c1 | 0.94
-10 | -1 | 0.7 | 3 | -12 | -18 | 0 | Cc1ccc2[nH]nc(C(=O)N3CCCC(C(=O)c4ccc(Cl)cc4)C3)c2c1 (configuration not stated) | 1.3
16 | -1 | -3.1 | -1 | 0 | / | 3 | CCC1(C)CN=C(c2ccccc2)NC1 (configuration not stated) | /
20 | 1 | 0.9 | -14 | 5 | -10 | 0 | CC(=O)Nc1ccc(S(=O)(=O)N[C@@H](C)C(=O)N2CCN(C/C=C/c3ccccc3)CC2)cc1 | 0.97
19 | 1 | 0.9 | -21 | -9 | -4 | -1 | CCOC(CNC(=O)CCc1c(C)nc2ncnn2c1C)OCC | 1.1
20 | 2 | -0.6 | -13 | 0 | -5 | 2 | COc1ccc(NC(=O)COc2nc(N(C)C)nc(N(C)C)n2)cc1 | 1.1
13 | -3 | 1.3 | -10 | -11 | -5 | 3 | C=CCC1(N(C(C)=O)c2ccccc2)CCCCC1 | 0.99
14 | -1 | 0.5 | -9 | 0 | 2 | 0 | CN(Cc1ccccc1)C(=O)C1CCCN(Cc2ccc(Cl)cc2)C1 (configuration not stated) | 1.1
8 | 1 | -2.4 | 9 | -16 | -39 | 2 | CC(C)n1nccc1N(Cc1ccc(C#N)cc1)S(=O)(=O)c1ccccc1 | 0.95
8 | -1 | 0.2 | 2 | 1 | -13 | 1 | O=C(NCCc1ccccc1Cl)C1CCC(=O)N(C2CCCCCC2)C1 (configuration not stated) | 1.1
12 | 1 | 4.1 | 32 | 3 | 0 | 0 | CCOC(=O)c1ccc(NC(=O)CSc2ccc(-c3cccnc3)nn2)cc1 | 1.1
-12 | -5 | -3.2 | -12 | 15 | 2 | 0 | CC(C)/C=C/C(=O)N1CCC(N2CCC(C(=O)N3CCOCC3)CC2)CC1 | 1
31 | 2 | -0.8 | -4 | 11 | -42 | 0 | CCC(=O)n1nc(-c2ccc(OC)cc2)nc1SC | 1.1
4 | 0 | 0.2 | -1 | -4 | -5 | -1 | CCOC(=O)[C@@H]1[C@H]2COc3ccc(Br)cc3[C@@H]2N2C(=O)N(c3ccc(F)cc3)C(=O)[C@@]12C | 0.98
11 | 2 | -1.9 | 2 | -2 | -16 | 0 | COc1ccccc1CCNC(=O)NC1CCCCC1 | 0.84
